EPAC1 antagonist = antagonists of human EPAC1. O95398. EPAC1 GEF assay, Rap1b-BODIPY-GDP exchange fluorescence. Potency, µM (highest dose often 115 µM), inactives show at the highest dose activity change, negative = inhibition, hits mostly inhibitors. 360,000 tested, 0.14% active. AID 720709;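 also: potency is read from the fitted curve at half-maximal effect; plate controls were vehicle for no effect and positive control for full effect; nearly all actives have a fitted effect of over 50% in size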
IL2 activator = IL-2 activation; IL-2 activation reporter assay, cell-based qHTS; stimulated with anti-CD3/CD4/CD28 beads; in transgenic mouse T cells; activation, % (series mostly up to about 46 µM); 360,000 tested, 0.065% active; AID 652025; in the data active = activation above about 50%; inconclusive = mostly about 30% to 49%; also: 0% is about no effect
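Unstimulated transgenic mouse T cells; 60-min compound exposure; bead-based TCR/CD4/CD28 stimulation; 18 h culture, 37 degrees C; dual fluorescence (EGFP, DsRed) plate cytometry.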
WRN inhibitor = inhibitors of human WRN helicase. Q14191. WRN helicase unwinding, fluorescent forked duplex, kinetic. Potency, µM (doses to about 114 µM), for the others: top-dose activity change, negative = inhibition, actives largely listed as inhibitors. 360,000 tested, 0.46% active. AID 651768; also: potency is read from the fitted curve at half-maximal effect; % is scaled to controls: 0 for no effect and ±100 for the full control effect; nearly all actives have a fitted effect of over 55% in size
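Fluorescence dequenching readout, ex 525 nm/em 598 nm, kinetic mode: forked duplex DNA (100 nM final) with adjacent fluorophore and quencher unwound by WRN (20 nM final) with 2 mM ATP. Compound preincubation 15 min, room temperature.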
PI5P4K alpha inh = inhibitors of human PI5P4K alpha | P48426 | max response, % | PI5P4Kalpha enzyme, ADP-Glo luminescence, 60 min; stronger effect = lower value | 330,000 tested, 1.2% active; active = max response of -50% or lower; inconclusive = between -30% and -50%; inactive = -30% or higher; also: value at the top dose of about 77 µM; % is scaled to controls: 0 for no effect and ±100 for the full control effect
Target sequence (P48426 whole entry, looked up): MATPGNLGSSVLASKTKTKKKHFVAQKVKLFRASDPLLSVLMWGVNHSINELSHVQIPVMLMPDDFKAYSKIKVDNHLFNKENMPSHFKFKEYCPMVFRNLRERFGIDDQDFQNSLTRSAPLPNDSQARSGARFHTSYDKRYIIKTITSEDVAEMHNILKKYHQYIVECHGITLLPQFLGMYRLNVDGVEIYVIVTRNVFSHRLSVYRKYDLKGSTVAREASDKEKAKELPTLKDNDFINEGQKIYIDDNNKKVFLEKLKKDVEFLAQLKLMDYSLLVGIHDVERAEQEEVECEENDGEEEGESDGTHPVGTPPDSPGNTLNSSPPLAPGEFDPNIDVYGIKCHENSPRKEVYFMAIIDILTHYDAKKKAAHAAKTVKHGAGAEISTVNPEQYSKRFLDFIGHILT
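Reactions run in 0.038 M HEPES pH 7.4, 0.28 mM EGTA, 0.1% CHAPS and 5% DMSO, with PI5P4Kalpha, substrate, compound and 5 microM ATP final, one hour at room temperature. Readout is ADP-Glo luminescence.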
EPAC1 ag = activates human EPAC1 exchange factor; O95398; EPAC1 agonist qHTS, biochemical assay; response scale: 100% = response to 6.5 mM cAMP; Potency, µM (titrated, usually from 154 µM), for inactives: top-dose activation, hits mostly activators; 360,000 tested, 0.073% active; also: potency is read from the fitted curve at half-maximal effect; nearly all actives have a fitted effect of over 60% in size
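Normalized to 6.5 mM cAMP, activity reflects EPAC1-catalysed release of BODIPY-GDP from Rap1B, followed kinetically over 30 min at 480 nm excitation, 540 nm emission. Reaction contained 100 nM EPAC1, 250 nM Rap1B-BODIPY-GDP, 50 uM GDP.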
CCT chaperon mod = cytosolic chaperonin activity modulation; 360,000 tested, 0.3% active; activity change, % (no concentration beside the values), hits read low; purified chaperonin ATPase assay, HTRF ADP detection, 30 min; in the data active = activity change below about -30%; also: % is scaled to controls: 0 for no effect and ±100 for the full control effect
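Nucleotide hydrolysis assay: TRiC at 20–40 nM final (set by batch activity) with 10 uM ATP, 30 min at 37 °C, in presence of 76 uM compound. Detection by competitive ADP HTRF, 30 min ambient.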
EPAC2 ag = EPAC2 (human) agonism; AID 720711; Q8WZA2; EPAC2 activation, biochemical qHTS; response scale: 100% = 6.5 mM cAMP response; Potency, µM (top dose mostly 154 µM), for the others: top-dose activation, actives largely listed as activators; 360,000 tested, 0.079% active; also: potency is read from the fitted curve at half-maximal effect; nearly all actives have a fitted effect of over 50% in size
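Compounds were titrated in qHTS against a Rap1B-BODIPY-GDP (250 nM) complex with EPAC2 (100 nM) and GDP (50 uM). BODIPY-GDP release tracked at 480/540 nm over 30 min at room temperature, normalized to 6.5 mM cAMP.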
PLK1 PBD block = blocks phosphopeptide binding to human PLK1 polo-box domain. Plk1 PBD binding of FITC phosphopeptide, fluorescence polarization. Potency, µM, without a hit: max response, negative = inhibition, hits mostly inhibitors. 360,000 tested, 2.8% active; also: potency is read from the fitted curve at half-maximal effect; series mostly up to about 57 µM; % is scaled to controls: 0 for no effect and ±100 for the full control effect; nearly all actives have a fitted effect of over 65% in size
Target sequence (P53350 whole entry, looked up, the tested form may be a part): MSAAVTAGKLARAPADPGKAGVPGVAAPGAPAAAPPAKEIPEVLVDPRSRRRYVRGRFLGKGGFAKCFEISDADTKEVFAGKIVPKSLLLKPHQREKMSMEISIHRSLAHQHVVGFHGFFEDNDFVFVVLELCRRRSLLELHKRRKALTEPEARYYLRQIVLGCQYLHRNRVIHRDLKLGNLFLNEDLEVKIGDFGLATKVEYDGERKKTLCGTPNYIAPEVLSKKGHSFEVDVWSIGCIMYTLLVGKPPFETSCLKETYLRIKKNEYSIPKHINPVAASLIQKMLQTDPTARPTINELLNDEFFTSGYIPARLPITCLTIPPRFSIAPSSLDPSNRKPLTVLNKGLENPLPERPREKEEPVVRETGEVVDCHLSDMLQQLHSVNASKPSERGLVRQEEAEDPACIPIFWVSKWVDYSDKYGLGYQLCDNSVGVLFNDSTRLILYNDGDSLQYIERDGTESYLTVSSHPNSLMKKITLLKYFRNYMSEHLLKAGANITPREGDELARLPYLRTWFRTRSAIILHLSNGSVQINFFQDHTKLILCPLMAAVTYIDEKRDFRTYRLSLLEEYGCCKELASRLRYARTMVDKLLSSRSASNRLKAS
* marks the source's active call; other numbers are inactive results. Unless noted, calls follow the shape of the dose curve; as a rule, active = well fitted curve in the direction sought with a large enough effect; inconclusive = small, poorly fitted or top-dose-only effect, or another doubt; inactive = no such curve, though single readings can be large; an effect the other way counts as inactive or inconclusive. Some of the compounds tested. The share of hits here may be higher or lower than overall.

The opening two records, to show the layout:
`O=C(O)c1cccc(NC(=O)c2ccccc2NC(=O)c2ccccc2F)c1` gave EPAC1 antagonist -23%, IL2 activator -0.8, WRN inhibitor -4%, PI5P4K alpha inh -10, EPAC1 ag -22%, CCT chaperon mod 0.4, EPAC2 ag -6% and PLK1 PBD block 0%.
O=C(CN1CCOCC1)Nc1c(Cl)cc(Cl)cc1Cl was read as EPAC1 antagonist -3%, IL2 activator 0.8, WRN inhibitor -3%, PI5P4K alpha inh 3, EPAC1 ag 14%, CCT chaperon mod 0.1, EPAC2 ag 4% and PLK1 PBD block -1%.

Main list, from the first entry:
`O=C(O)c1cccc(NC(=O)c2ccccc2NC(=O)c2ccccc2F)c1` gave EPAC1 antagonist -23%, IL2 activator -0.8, WRN inhibitor -4%, PI5P4K alpha inh -10, EPAC1 ag -22%, CCT chaperon mod 0.4, EPAC2 ag -6% and PLK1 PBD block 0%.
O=C(CN1CCOCC1)Nc1c(Cl)cc(Cl)cc1Cl was read as EPAC1 antagonist -3%, IL2 activator 0.8, WRN inhibitor -3%, PI5P4K alpha inh 3, EPAC1 ag 14%, CCT chaperon mod 0.1, EPAC2 ag 4% and PLK1 PBD block -1%.
`CC(=O)Nc1cc2nc(C)n(Cc3ccc([N+](=O)[O-])cc3)c2nc1C` gave EPAC1 antagonist 0%, IL2 activator 0.0, WRN inhibitor -11%, PI5P4K alpha inh -4, EPAC1 ag 2%, CCT chaperon mod 0.3, EPAC2 ag 5% and PLK1 PBD block -13%.
Screening COc1cc(C(=O)OCC(=O)Nc2c(F)c(F)c(F)c(F)c2F)cc(OC)c1OC returned EPAC1 antagonist -6%, IL2 activator 2.3, WRN inhibitor 9%, PI5P4K alpha inh 13, EPAC1 ag 9%, CCT chaperon mod -2.9, EPAC2 ag 6% and PLK1 PBD block -10%.
`CN1C(=O)/C(=C/c2cn(CC(=O)N3CCCCC3)c3ccccc23)NC1=S` gave EPAC1 antagonist 8%, IL2 activator 23, WRN inhibitor -6%, PI5P4K alpha inh 6, EPAC1 ag 12%, CCT chaperon mod -0.3, EPAC2 ag 7% and PLK1 PBD block -6%.
O=C(CNc1cccc(C(F)(F)F)c1)N/N=C/c1ccccc1C(=O)O was read as EPAC1 antagonist 8%, IL2 activator 0.0, WRN inhibitor -9%, PI5P4K alpha inh -2, EPAC1 ag 6%, CCT chaperon mod 0.5, EPAC2 ag -7% and PLK1 PBD block 2%.
CCCNC(=O)c1c[nH]c2ccc(S(=O)(=O)N(C)c3ccc(OCC)cc3)cc2c1=O was read as EPAC1 antagonist -26%, IL2 activator 12, WRN inhibitor -32%, PI5P4K alpha inh -5, EPAC1 ag 8%, CCT chaperon mod -0.9, EPAC2 ag 0% and PLK1 PBD block 1%.
For CCCOP(=O)(OCCC)C(Nc1ccc(C(C)C)cc1)c1ccc([N+](=O)[O-])cc1 (configuration not stated) the results were EPAC1 antagonist -17%, IL2 activator -1.2, WRN inhibitor -11%, EPAC1 ag -2%, CCT chaperon mod -0.5, EPAC2 ag -1% and PLK1 PBD block 2%.
`COc1ccc(OCc2csc(N)n2)cc1` gave EPAC1 antagonist 3%, IL2 activator 4.6, WRN inhibitor 3%, PI5P4K alpha inh 2, EPAC1 ag 3%, CCT chaperon mod -0.2, EPAC2 ag 10% and PLK1 PBD block -14%.
For COc1cc(C(=O)OCCCN(C)C)cc(OC)c1OC the results were EPAC1 antagonist -11%, IL2 activator -1.0, WRN inhibitor 14%, PI5P4K alpha inh -6, EPAC1 ag -13%, CCT chaperon mod -1.5, EPAC2 ag 1% and PLK1 PBD block -3%.
COc1cccc(NC(=O)CC(=O)c2ccccc2)c1 was read as EPAC1 antagonist -13%, IL2 activator 1.4, WRN inhibitor -5%, PI5P4K alpha inh 0, EPAC1 ag 14%, CCT chaperon mod 0.8, EPAC2 ag 6% and PLK1 PBD block 3%.
COc1cc2c3c(c1)C1(C(=O)N3C(C)(C)C=C2C)C(C#N)=C(N)Oc2cc(O)ccc21 (configuration not stated) was read as EPAC1 antagonist inconclusive, IL2 activator -0.9, WRN inhibitor -5%, EPAC1 ag 16%, CCT chaperon mod -2.2, EPAC2 ag 29% and PLK1 PBD block -6%.
For O=C(CN1C(=O)C2C3CC(C(Br)C3Br)C2C1=O)N1CCN(Cc2ccccc2)CC1 (configuration not stated) the results were EPAC1 antagonist 16%, IL2 activator 1.5, WRN inhibitor -21%, PI5P4K alpha inh -2, EPAC1 ag 0%, CCT chaperon mod -0.8, EPAC2 ag -1% and PLK1 PBD block -9%.
`COc1ccc(Cl)cc1N1C(=O)C2CCCN2C1c1ccc(F)c(F)c1` (configuration not stated) gave EPAC1 antagonist -9%, IL2 activator 0.8, WRN inhibitor 0%, PI5P4K alpha inh 3, EPAC1 ag 2%, CCT chaperon mod -0.3, EPAC2 ag -5% and PLK1 PBD block -4%.
For O=C(O)c1cccnc1SCc1ccccc1Cl the results were EPAC1 antagonist 1%, IL2 activator 0.7, WRN inhibitor 0%, PI5P4K alpha inh -6, EPAC1 ag -6%, CCT chaperon mod 1.0, EPAC2 ag 2% and PLK1 PBD block -13%.
Cc1nn2c(N)c(C#N)cnc2c1-c1ccc(Cl)cc1 was read as EPAC1 antagonist -2%, IL2 activator -3.4, WRN inhibitor -21%, PI5P4K alpha inh -1, EPAC1 ag 1%, CCT chaperon mod -3.5, EPAC2 ag 1% and PLK1 PBD block -1%.
For O=C(COc1ccc(Cl)cc1[N+](=O)[O-])N1CCCCC1 the results were EPAC1 antagonist -2%, IL2 activator -1.6, WRN inhibitor 1%, PI5P4K alpha inh 1, EPAC1 ag -8%, CCT chaperon mod 0.2, EPAC2 ag 0% and PLK1 PBD block -5%.
`Cc1ccc(C(=O)Nc2nc(-c3ccccn3)cs2)o1` gave EPAC1 antagonist 12%, IL2 activator 1.9, WRN inhibitor -10%, PI5P4K alpha inh -24, EPAC1 ag -10%, CCT chaperon mod 3.8, EPAC2 ag 6% and PLK1 PBD block -22%.
CCOC(=O)CNC(=O)N1CCCC(Cc2ccccc2)(C(=O)OCC)C1 (configuration not stated) was read as EPAC1 antagonist -1%, IL2 activator 1.0, WRN inhibitor -16%, PI5P4K alpha inh -1, EPAC1 ag -3%, CCT chaperon mod 0.4, EPAC2 ag 8% and PLK1 PBD block -5%.
For CCCNC(=O)CSc1nc(COc2ccccc2)nc2ccccc12 the results were EPAC1 antagonist -3%, IL2 activator 1.4, WRN inhibitor 2%, PI5P4K alpha inh 3, EPAC1 ag 2%, CCT chaperon mod 1.4, EPAC2 ag -7% and PLK1 PBD block -8%.
COc1ccc(Cc2c(C3CCCCC3)nc3ccc(Cl)cn23)c(C)c1 was read as EPAC1 antagonist -5%, IL2 activator 0.2, WRN inhibitor -10%, PI5P4K alpha inh 3, EPAC1 ag -14%, CCT chaperon mod 0.6, EPAC2 ag 10% and PLK1 PBD block 4%.
For COC(=O)C1=C(CS(=O)(=O)c2ccccc2)NC(=O)NC1c1ccccc1 (configuration not stated) the results were EPAC1 antagonist 0%, IL2 activator -0.6, WRN inhibitor 1%, PI5P4K alpha inh 0, EPAC1 ag 10%, CCT chaperon mod 4.4, EPAC2 ag -1% and PLK1 PBD block 4%.
O=C(O)c1ncn(Cc2ccc(Br)cc2)c1C(=O)O was read as EPAC1 antagonist 11%, IL2 activator 0.6, WRN inhibitor 1%, PI5P4K alpha inh -20, EPAC1 ag 4%, CCT chaperon mod 1.3, EPAC2 ag 5% and PLK1 PBD block 1%.
Screening COC(=O)c1sccc1NC(=S)N1CCN(c2cccc(C)c2C)CC1 returned EPAC1 antagonist -1%, IL2 activator 0.5, WRN inhibitor 3%, PI5P4K alpha inh 4, EPAC1 ag -4%, CCT chaperon mod 0.2, EPAC2 ag 13% and PLK1 PBD block -11%.
`CCN(CC)C(=O)CSc1nc2cc3c(cc2c(=O)n1CCCCCC(=O)NCc1ccc(OC)cc1)OCO3` gave EPAC1 antagonist -18%, IL2 activator 0.8, WRN inhibitor -6%, PI5P4K alpha inh 3, EPAC1 ag 3%, CCT chaperon mod 0.3, EPAC2 ag 5% and PLK1 PBD block -11%.
Screening CN(C)c1ccc(-c2cc([C@H]3[C@@H]4C=CCC[C@@]4(C)C(=O)N3Cc3ccccc3)ccc2F)cc1 returned EPAC1 antagonist 6%, IL2 activator -0.3, WRN inhibitor -1%, PI5P4K alpha inh 4, EPAC1 ag -12%, CCT chaperon mod -0.2, EPAC2 ag 7% and PLK1 PBD block -3%.
Screening O=C1C2C3C=CC(C3)C2C(=O)N1Nc1ccc([N+](=O)[O-])cc1[N+](=O)[O-] (configuration not stated) returned EPAC1 antagonist 3%, IL2 activator 1.1, WRN inhibitor 1%, PI5P4K alpha inh 2, EPAC1 ag -4%, CCT chaperon mod -2.5, EPAC2 ag 6% and PLK1 PBD block 1%.
`C/C(=N\O)C(C)(C)NC(=O)Nc1ccc(Cl)cc1` gave EPAC1 antagonist 0%, IL2 activator -3.2, WRN inhibitor 4%, PI5P4K alpha inh -2, EPAC1 ag -1%, CCT chaperon mod -1.1, EPAC2 ag -2% and PLK1 PBD block -6%.
For CCOC(=O)C1(C)CCN1C(=O)/C=C/c1ccccc1 (configuration not stated) the results were EPAC1 antagonist 5%, IL2 activator -0.3, WRN inhibitor 4%, PI5P4K alpha inh 1, EPAC1 ag -2%, CCT chaperon mod 2.0, EPAC2 ag -1% and PLK1 PBD block 4%.
CCc1ccc([C@H]2[C@@H]3C(=O)C[C@@H]4C(=O)N(C5CCCCC5)C(=O)[C@@H]4[C@@H]3CN2S(=O)(=O)c2ccc(C)cc2)cc1 was read as EPAC1 antagonist -22%, IL2 activator -0.2, WRN inhibitor 0%, PI5P4K alpha inh 10, EPAC1 ag -13%, CCT chaperon mod 1.9, EPAC2 ag 0% and PLK1 PBD block -1%.
For CC(=O)c1sc(N2CCOCC2)nc1-c1ccccc1 the results were EPAC1 antagonist -3%, IL2 activator -3.7, WRN inhibitor 5%, PI5P4K alpha inh 0, EPAC1 ag -6%, CCT chaperon mod -5.2, EPAC2 ag -1% and PLK1 PBD block 0%.
Cc1cc(C)n2nc(C(=O)OCC(=O)c3ccccc3)nc2n1 was read as EPAC1 antagonist -4%, IL2 activator -0.3, WRN inhibitor -34%, PI5P4K alpha inh -6, EPAC1 ag -3%, CCT chaperon mod -1.4, EPAC2 ag 9% and PLK1 PBD block -13%.

Source: PubChem BioAssay (National Center for Advancing Translational Sciences (NCATS))
